Bcl-xL primary: inhibitors of human Bcl-xL, primary screen, biochemical, fluorescence polarization, HTS | Bcl-2-like protein 1 (Homo sapiens), Q07817 | GST-Bcl-xL / FITC-Bim BH3 peptide fluorescence polarization | inhibition, % at 10.9 µM | 320,000 tested, 0.7% active | AID 2129, 2009;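 active means inhibition above the mean of all tested compounds plus 3 SD, cutoff set per campaign, cut at about 30% in these data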;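 further: 0% = DMSO wells and 100% = unlabeled Bim-BH3 peptide competitor; inhibitors lower millipolarization by displacing the labeled peptide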
PAD4 FP inh: human PAD4 inhibitors, primary screen, biochemical, fluorescence polarization, 1536-well format; Protein-arginine deiminase type-4 (Homo sapiens), Q9UM07; recombinant PAD4, RCA probe fluorescence polarization; inhibition, % at 6.36 µM; 330,000 tested, 0.41% active; AID 485272, 2010;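 active means percent inhibition above a cutoff equal to the mean of all tested compounds plus 3 SD, cut at about 15% in these data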;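 further: 0% = PAD4 with RCA probe and DMSO and 100% = probe without PAD4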
Target sequence (Q9UM07 whole entry, looked up): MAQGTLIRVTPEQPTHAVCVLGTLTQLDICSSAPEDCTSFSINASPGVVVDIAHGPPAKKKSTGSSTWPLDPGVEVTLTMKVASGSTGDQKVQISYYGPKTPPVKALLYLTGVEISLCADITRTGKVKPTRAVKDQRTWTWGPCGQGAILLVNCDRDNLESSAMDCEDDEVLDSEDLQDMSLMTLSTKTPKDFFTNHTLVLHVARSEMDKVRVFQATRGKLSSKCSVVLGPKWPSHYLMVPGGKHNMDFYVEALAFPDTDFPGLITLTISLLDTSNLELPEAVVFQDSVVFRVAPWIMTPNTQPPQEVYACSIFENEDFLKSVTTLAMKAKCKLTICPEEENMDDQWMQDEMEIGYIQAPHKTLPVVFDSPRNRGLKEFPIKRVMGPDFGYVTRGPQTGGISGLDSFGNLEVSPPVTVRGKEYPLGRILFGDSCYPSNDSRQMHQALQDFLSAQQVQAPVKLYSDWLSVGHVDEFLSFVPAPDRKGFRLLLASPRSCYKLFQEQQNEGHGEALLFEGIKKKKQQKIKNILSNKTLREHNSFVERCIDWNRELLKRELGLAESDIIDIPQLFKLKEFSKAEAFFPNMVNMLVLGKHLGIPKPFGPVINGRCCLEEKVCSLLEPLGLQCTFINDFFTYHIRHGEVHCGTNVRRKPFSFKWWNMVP
MEX-5 binding: MEX-5 zinc finger RNA-binding disruptors – biochemical, C. elegans, fluorescence polarization, MLPCN library, primary screen; Zinc finger protein mex-5 (Caenorhabditis elegans), Q9XUB2; MEX-5/FITC-TCR2 RNA binding; stronger effect = lower value; activity score (negative = inhibition of binding), % at 10 µM; 300,000 tested, 0.38% active;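 active means inhibition past about -25% in most replicates, and total fluorescence under double the plate's negative control median, limit read from the data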;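 further: 0% = DMSO and -100% = 5 µM competing unlabeled TCR2 RNA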
PME-1 inh: PME-1 inhibitors via competitive probe labeling, primary screen, biochemical, fluorescence polarization, FP-Rh probe, HTS | recombinant PME-1 | inhibition, % at 5.9 µM | 320,000 tested, 0.53% active;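 active means inhibition above the campaign mean of all compounds plus 3 SD, cut at about 26% in these data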;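 further: competitive labeling of PME-1 active site by serine hydrolase directed probe; 0% = PME-1 with DMSO and 100% = wells lacking PME-1 enzyme; inhibitors block probe labeling so polarization falls and inhibition rises; many of its hits are not listed in these tables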
Target sequence (Q9Y570 whole entry, looked up): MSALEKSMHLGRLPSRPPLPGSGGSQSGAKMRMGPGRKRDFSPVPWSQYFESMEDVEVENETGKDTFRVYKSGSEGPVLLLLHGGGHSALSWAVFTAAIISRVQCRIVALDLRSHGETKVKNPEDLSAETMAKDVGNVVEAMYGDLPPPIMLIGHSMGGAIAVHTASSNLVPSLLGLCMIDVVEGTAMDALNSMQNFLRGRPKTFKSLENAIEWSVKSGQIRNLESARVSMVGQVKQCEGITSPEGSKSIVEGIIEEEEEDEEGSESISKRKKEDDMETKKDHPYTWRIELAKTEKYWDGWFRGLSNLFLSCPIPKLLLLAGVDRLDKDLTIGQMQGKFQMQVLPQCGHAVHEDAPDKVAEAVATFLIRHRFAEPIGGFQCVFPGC
Fam108B counter: mouse Fam108B serine hydrolase inhibitors, primary screen, counter-screen for RBBP9 inhibitor project, biochemical, fluorescence polarization. recombinant Fam108B, FP-Rh probe fluorescence polarization. AID 1947, 2009. 300,000 tested, 0.33% active. inhibition, % at 9.51 µM;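 active means inhibition above the screen mean inhibition plus 3 SD, computed separately per campaign, cut at about 18% in these data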;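 further: inhibitors lower polarization as less probe binds the enzyme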
GSTO1 counter: inhibitors of recombinant GSTO1, primary screen, counter-screen for RBBP9 inhibitor project, biochemical, fluorescence polarization; inhibition, % at 5.96 µM; activity-based probe fluorescence polarization; 300,000 tested, 1.1% active; AID 1974, 2009; Glutathione S-transferase omega-1 (Homo sapiens), P78417;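 active means inhibition above the campaign mean inhibition plus 3 SD, cut at about 35% in these data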;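 further: 0% = GSTO1-1 with DMSO and 100% = wells lacking GSTO1-1 enzyme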
TPT1 inhibitor: Candida albicans TPT1 enzyme inhibitors, primary screen, biochemical, fluorescence polarization. recombinant caTPT1, FP RNA substrate dephosphorylation. tRNA 2'-phosphotransferase TPT1 (Candida albicans SC5314). 300,000 tested, 0.81% active. inhibition, % at 5 µM;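 active means inhibition above the mean of all tested compounds plus 3 SD, set per screening campaign, cut at about 24% in these data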;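 further: plate controls were DMSO alone for no effect and ferristatin control at 100 nM for full effect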
MCL1-BIM inh: inhibitors of MCL1 binding to BIM-BH3, primary screen, biochemical, fluorescence polarization; GST-MCL1 / FITC-Bim-BH3 fluorescence polarization; inhibition, % at 10.9 µM; Induced myeloid leukemia cell differentiation protein Mcl-1 (Homo sapiens), Q07820; AID 2057, 2009; 320,000 tested, 0.68% active;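 active means inhibition above the mean inhibition of all tested compounds plus 3 SD, set per campaign, cut at about 40% in these data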;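 further: 0% = DMSO wells and 100% = unlabeled Bim-BH3 peptide control; higher means more loss of mP so more displacement of Bim peptide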
GLD-1 RNA inh: GLD-1/TGE RNA complex disruptors, primary screen, biochemical, fluorescence polarization | Female germline-specific tumor suppressor gld-1 (Caenorhabditis elegans), Q17339 | purified GLD-1 + fluorescein TGE RNA | inhibition, % at 5.96 µM | 320,000 tested, 0.44% active | AID 2280, 2010;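 active means percent inhibition above a per-plate cutoff, the plate mean of test compounds plus 3 SD, cut at about 30% in these data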;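 further: 0% = DMSO wells with GLD-1 and probe and 100% = wells lacking GLD-1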
* marks the source's active call; other numbers are inactive results; nt = not tested or not shown.

molecule,Bcl-xL primary,PAD4 FP inh,MEX-5 binding,PME-1 inh,Fam108B counter,GSTO1 counter,TPT1 inhibitor,MCL1-BIM inh,GLD-1 RNA inh
COc1ccc(C2/C=C\CN(C(=O)CC(C)(C)C)CC(=O)N2Cc2ccc(F)cc2)cc1 (stereo not drawn),5,-7,-2.6,-4,2,1,-4,7,3
Cc1ccc(O)c(C(=O)/C=C/c2ccc3c(c2)OCCO3)c1,4,2,-1.4,0,-9,-6,-1,-3,8
CC(C)Cn1c(N)c(C(=O)COC(=O)c2cc(C(F)(F)F)nc3ccccc23)c(=O)n(C)c1=O,7,6,nt,-8,1,10,2,5,9
CC(=O)Nc1ccc(NC(=O)CSc2nc(N)c(NC(=O)c3ccccc3F)c(=O)[nH]2)cc1,7,4,2.3,6,1,8,-4,12,3
Cc1ccc(C(=O)Nc2nc3ccc(Cl)cc3s2)o1,8,1,1.3,-8,-1,-8,-3,-8,-1
COc1ccc(C)cc1N1CC(C(=O)Nc2ccccc2C(=O)NC2CC2)CC1=O (stereo not drawn),-8,2,nt,4,nt,nt,nt,-16,8
COc1ccc(C2CC(c3cccs3)=NN2S(C)(=O)=O)cc1 (stereo not drawn),8,2,-1.5,8,-3,0,-2,3,6
Cc1c(-c2cccc(NC(=O)c3cccs3)c2)nc2ncccn12,-10,-6,-1.4,4,1,-7,-1,-10,-1
Cc1nn(-c2ccccc2)c(Cl)c1/C=N/NC(=O)c1ccccc1NS(=O)(=O)c1cccs1,-1,-2,-4.1,10,-3,-97,-3,-4,2
CN(C)NC(=O)c1ccc([N+](=O)[O-])s1,5,0,-1.2,0,3,0,-4,4,-5
CCOc1ccccc1N/C(=N/c1nc(C)cc(C)n1)NC(=O)Nc1ccc(Cl)c(Cl)c1,5,-1,1.7,-1,0,3,2,6,5
CCOC(=O)CSc1nnc(CSc2nc(N)c3c(C)c(C)sc3n2)n1-c1ccccc1,-8,-1,-0.4,3,1,-4,1,-16,6
Cc1ccc(NC(=O)C2CCCC2)cc1S(=O)(=O)N1CCOCC1,5,1,nt,1,nt,nt,nt,3,0
Cc1ccc(-n2ncc3c(SCC(=O)NNC(=O)C(C)C)ncnc32)cc1,3,-4,-1.6,2,0,-6,3,8,-3
OC[C@@H](O)[C@@H](O)CO,-4,-1,nt,-4,-2,-3,-1,-7,6
O=[N+]([O-])c1cccc(S(=O)(=O)NC2CC3CCC2C3)c1 (stereo not drawn),4,1,-2.2,6,1,1,5,-4,3
COCCNC(=O)c1cc2ncc(Br)cn2n1,0,0,-1.6,-1,3,6,-1,6,1
CCn1c(O)c(N=Nc2ccc3ccccc3n2)c2ccccc21,6,-3,-6.3,0,-6,-3,1,-1,5
O=[N+]([O-])c1ccc(S(=O)(=O)Nc2ccccn2)cc1,7,-6,1.2,-1,-2,-5,1,9,-2
O=C(CCNC(=O)c1ccc(Br)cc1)NCC1CCCO1 (stereo not drawn),0,1,3.4,2,2,6,6,3,-1
COc1cc(/C=C2/C(=N)N3C=CSC3=NC2=O)ccc1OCCOc1ccc(NC(C)=O)cc1,0,-2,1.2,1,2,0,2,3,-2
CCCOCC1CC2(SC(=Nc3ccc(C)cc3)NC2=O)C(=O)O1 (stereo not drawn),1,-2,-0.3,-7,0,-3,-1,-5,-1
O=C1CC(SCCc2nc3ccccc3[nH]2)C(=O)N1c1ccc(F)c(Cl)c1 (stereo not drawn),0,-1,-3.9,-3,8,4,-5,5,-2
N#CC1=C(SCc2ccccc2)NC(=O)CC1c1ccc(O)cc1 (stereo not drawn),4,4,-0.3,-7,0,3,-3,8,8
CC(C)OC(=O)CC(NC(=O)OC(C)(C)C)c1ccccc1 (stereo not drawn),3,1,0.5,-2,2,9,-6,9,-3
CSc1nc(C)[nH]c(=O)c1C#N,3,5,0.7,1,1,-5,1,2,-1
COc1ccc(-n2ncc(C(C)NS(=O)(=O)c3cccs3)c2C)cc1 (stereo not drawn),-4,-5,1.2,3,1,0,0,-3,6
CCOC(=O)c1c(C)[nH]c(C(=O)NNC(=O)c2ccccc2)c1C,5,-9,1.6,6,1,-4,1,5,13
C=CCN1C(=O)c2ccc(C(=O)N3CCC(C(N)=O)CC3)cc2C1=O,3,1,-3.1,6,-3,0,-2,3,-4
CC(C)c1nnc(NC(=O)CC(=O)Nc2ccccc2C(=O)O)s1,1,-4,-0.5,0,0,-4,-3,3,5
CC(=O)N1CCN(C(=O)c2cccc(S(=O)(=O)NCc3ccccc3)c2)CC1,1,4,0.2,1,-3,-3,1,4,-3
CC(NCc1ccc(F)cc1)C(=O)Nc1cc(S(=O)(=O)N2CCCCC2)ccc1Cl (stereo not drawn),0,2,0.8,6,-2,6,0,1,3
COc1ccc(N2CCN(C(=S)NCc3ccc(C)cc3)CC2)cc1,3,0,2.0,-3,0,9,-2,10,0
COc1ccc(CC(=O)Nc2ccccc2NC(=O)Cc2ccc(OC)cc2)cc1,5,2,-0.9,-8,-7,0,4,3,0
Cc1cccc(OCC2=NS(=O)(=O)c3ccccc3N2)c1,7,2,1.2,-4,2,-8,8,8,0
Cc1nn(CCC(=O)NCc2ccc(N(C)C)cc2)c(=O)c2nn(-c3ccccc3)c(C)c12,2,-9,-0.4,0,-1,-1,-1,5,-4
CC1(C)CC(=O)C(C=Nc2ccccc2Sc2ccccc2)=C(O)C1,3,1,-1.5,3,-6,7,2,5,-1
COc1ccccc1C(C)NC(=O)Cc1ccc(S(=O)(=O)N2CCOCC2)s1 (stereo not drawn),-5,-4,1.7,-1,0,-8,1,-1,0
O=C(Nc1ccc2c(c1)OCO2)N1CCN(c2ccccc2Cl)CC1,7,0,nt,2,2,4,1,1,10
COc1ccc(OCC(=O)NCCCCCCNC(=O)COc2ccc(OC)cc2)cc1,0,4,1.3,5,3,-5,1,-12,-3
Cc1ccc(S(=O)(=O)[N-]c2nc3ccccc3nc2-n2cc[n+](Cc3ccccc3)c2)cc1,8,-5,2.7,7,-1,0,-1,16,7
Cn1cc(Br)c(C(=O)Nc2sc3c(c2C(N)=O)CCC3)n1,13,-3,-0.5,11,1,-14,-7,15,3
COc1ccc(Cl)cc1C(=O)n1cnc2ccccc21,6,0,1.2,-2,-1,8,-1,1,4
Cc1cccc(N2CCN(C(=O)c3ccc(CS(=O)(=O)c4ccccc4C)o3)CC2C)c1 (stereo not drawn),7,-3,-0.2,-2,-1,6,0,5,5
O=C(O)c1cccc(S(=O)(=O)Nc2ccccc2N2CCOCC2)c1,1,-4,3.5,-3,-1,14,0,2,-2
O=C(CN1C(=O)c2ccccc2C1=O)NCC(=O)OCC(=O)c1cccc([N+](=O)[O-])c1,4,-1,1.0,-2,-2,-2,0,1,-3
CCC(=O)N1CCc2cc(S(=O)(=O)NCCCN3CCN(Cc4ccccc4)CC3)ccc21,5,4,-2.2,2,0,-1,-2,3,7
Cn1cccc1Cc1nnc(SCC(=O)NC2CCCCC2)n1-c1ccc(F)cc1,2,-3,1.5,3,2,-1,0,-3,-5
CC1CCCN(C(=O)CN2C(=O)c3ccccc3C2=O)C1 (stereo not drawn),4,3,0.4,1,0,7,-2,7,-2
CC12CCCCC1N(O)C(=O)C(=O)N2O (stereo not drawn),5,-4,-1.3,-4,-4,6,-1,9,0
O=c1c2ccccc2nc2n1CCCCN2,4,-2,2.4,4,-3,-2,0,-1,9
O=C(CCNS(=O)(=O)c1ccccc1Cl)OCc1nnc(-c2ccccc2Cl)o1,-3,-3,nt,20,nt,nt,nt,-5,-3
CC1CCC2C(=O)N(c3cccc(C(=O)Nc4ccccc4Cl)c3)C(=O)C2C1 (stereo not drawn),4,-5,1.2,4,2,-3,1,2,3
COc1ccc(NC(=O)CSc2nnc(-c3ccco3)n2N)cc1Cl,0,3,1.4,2,5,-2,-2,-3,2
Cc1cc(NC(=O)CCC(=O)N(c2ccc(F)cc2)C(C(=O)NC2CCCC2)c2ccncc2)no1 (stereo not drawn),6,-3,2.5,0,-4,0,-4,-3,11
Cc1[nH]c2ccccc2c1/C=N/NS(=O)(=O)c1ccccc1,-6,0,0.7,5,3,7,8,-13,-3
Cc1ccc(-c2ccc(CCC(=O)O)o2)cc1,9,-1,1.2,-8,-3,4,-2,6,-9
Fc1ccc(-c2csc(NC3=NCCC3)n2)cc1,0,-5,-0.5,4,0,2,4,2,-8
CN(Cc1cccnc1)C(=O)CC1C(=O)NCCN1CC(c1ccccc1)c1ccccc1 (stereo not drawn),8,0,-1.6,0,-1,3,0,10,7
CCc1ccc(NC(=O)N(Cc2cccnc2)Cc2ccco2)cc1,1,-2,-3.8,4,2,6,1,3,6

Remaining list, next part:
molecule,Bcl-xL primary,PAD4 FP inh,MEX-5 binding,PME-1 inh,Fam108B counter,GSTO1 counter,TPT1 inhibitor,MCL1-BIM inh,GLD-1 RNA inh
Nc1nnc(SCC(=O)N2CCN(c3ccccc3)CC2)s1,-5,-1,1.2,-6,-1,4,2,-3,0
Cc1ccc(S(=O)(=O)N2CCN(C)CC2)cc1C,1,7,1.6,-6,1,0,0,5,9
CCCCCC1CCC(c2ccc(/C(N)=N/O)cc2)CC1 (stereo not drawn),0,-12,3.0,3,3,-4,0,-5,-9
O=C(Nc1ccc(N2CCOCC2)cc1)c1cc(F)c(F)cc1Cl,2,-1,-0.2,-3,-7,2,3,2,-3
COC(=O)CN1C(c2ccc(Cl)cc2)=Nc2ccc(Cl)cc2C1c1ccccc1 (stereo not drawn),0,-2,0.4,-6,-6,-6,0,-2,1
O=C(NCc1ccccn1)c1cn(Cc2ccccc2)nn1,2,2,0.8,-2,-3,-3,-5,5,0
C=C(C)c1ccc(C(C)(C)NC(=O)N2CCN(C)CC2)cc1,4,-6,-3.3,-5,1,6,6,6,-2
CCC(C)NC(=O)c1cc2cc3ccc(OC)cc3nc2o1 (stereo not drawn),-6,-10,0.9,-7,-8,-8,-3,-7,-2
CCCc1cc(=O)[nH]c(SCC(=O)c2ccc(S(=O)(=O)N3CCCC3)cc2)n1,7,-1,0.5,5,0,37*,2,4,2
COc1cccc(CNCc2ccccc2OC)c1,1,4,1.3,1,-3,-1,3,-1,6
CCOC(=O)C(=O)N1CCN(CC)CC1,1,0,-1.1,-10,-1,3,-2,3,-2
CC(C)(C)NC(=O)C(c1ccncc1)N(C(=O)Cn1nnc(-c2ccc(F)cc2)n1)c1ccccc1 (stereo not drawn),-1,-3,1.6,-6,-2,-2,-2,-4,1
O=C(O)CCCCC1SCC2NC(=O)NC21 (stereo not drawn),-2,0,0.3,-2,0,5,-2,3,6
O=C(CSc1ncc(C(=O)O)n1-c1ccc(F)cc1)NCc1ccc2c(c1)OCO2,-5,-2,0.4,2,1,5,0,-1,-2
CSc1ccccc1NC(=O)COC(=O)c1ccc(O)cc1,2,-3,2.4,-3,0,7,-1,8,1

Screens: PubChem BioAssay, several laboratories

Only part of the results is shown (hit frequency here may not be typical).
